Screening data (PubChem)
hERG protect: shields human hERG channel from block by proarrhythmic agents; Q12809; CHO-hERG, FluxOR thallium flux, dofetilide IC70 present; activation (rescue from dofetilide block), less the hit threshold, % at 10 µM; hit rate 0.51% among 310,000; AID 1511;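 active = activation above the mean of controls blocked by dofetilide plus 5 SD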;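 note: thallium influx through hERG after potassium depolarization seen as dye fluorescence rise; in these data hits start at about 4.7%; inactives centre near -7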
RGS4 act: potentiators or activators of RGS4; HEK293 M3R/inducible RGS4, carbachol calcium flux Fluo4; stronger effect = lower value; B-score at 10 µM; hit rate 0.92% among 310,000; AID 463111;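 active = B-score of the integrated calcium signal more than 4 SD below the library mean, with starting fluorescence not abnormally high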;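 note: negative B-score means reduced calcium response which marks RGS4 activation or potentiation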
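System – HEK293 FlpIn-TREx cells, stable M3R, doxycycline-inducible RGS4 · Reagent – ECmax carbachol challenge · Times – compound preincubation 20 min at room temperature before agonist · Technique – Fluo4 fluorescence kinetic imaging of calcium · Measure – B score of integrated Fluo4 ratio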
DYRK1A inh: Dyrk1A (rat) kinase inhibition; ADP-Glo luminescence, NFATc1 peptide; Q63470; inhibition, % at 12.5 µM; hit rate 0.43% among 310,000; in the data active = inhibition above about 50%;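 note: plate controls were vehicle with enzyme for no effect and no enzyme for full effect; many of its hits are not listed in these tables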
KCNQ1 inh: inhibitors of human KCNQ1 potassium channel. P51787. CHO-K1 KCNQ1, FluxOR thallium flux fluorescence; stronger effect = higher value. B-score at 10 µM. hit rate 1.3% among 310,000. AID 2642;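 active = compounds whose thallium flux B-score, printed positive for inhibition, exceeds three library SD while starting fluorescence stays within three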;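 note: channel opened by potassium depolarization with thallium stimulus after 20 min compound exposure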
KCNK3 inh: human KCNK3 channel inhibition, primary screen | O14649 | CHO-KCNK3 thallium flux, FluxOR fluorescence; stronger effect = lower value | B-score at 10 µM | hit rate 0.84% among 340,000;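 active = B-score under library mean minus 4 SD, starting fluorescence ratio at most library mean plus 5 SD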;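 note: more negative B-score means stronger inhibition of thallium flux through KCNK3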
GSK3beta inhib: human GSK3beta kinase inhibition; activity score (negative = inhibition), % at 10 µM; hit rate 0.038% among 300,000; P49841; GST-GSK3beta kinase, ADP-Glo luminescence, 60 min; stronger effect = lower value;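 active = more than half of replicate wells score below -50%, meaning over 50% inhibition versus plate controls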;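 note: 0% = median DMSO wells and -100% = median GW8510 positive control wells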
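Assay system: GST-tagged human GSK3beta kinase, cell-free; Input: 1.6 ng GSK3beta; Medium: Tris/MgCl2 kinase buffer; Timing: 60 min enzyme reaction, room temperature; Signal: ADP-Glo luminescence quantifying ADP generated by kinase; Evaluation: score relative to plate controls; Benchmarks: DMSO neutral wells and GW8510 at 20 µM as positive.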
RGS4 inh: human RGS4 inhibition; B-score at 10 µM; P49798; HEK293 M3R/RGS4 inducible, Fluo-4 calcium flux; stronger effect = higher value; triggered by carbachol at its EC20; hit rate 0.45% among 310,000;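 active = B-score, a plate-corrected calcium signal, over three deviations above library mean, with baseline fluorescence within five deviations of library mean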;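 note: RGS4 expression induced by doxycycline in cells with stable M3 receptor; B-score is computed from the integrated fluorescence ratio over baseline after carbachol; higher B-score means a larger calcium signal and so more RGS4 inhibition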
Target sequence (P49798 whole entry, looked up): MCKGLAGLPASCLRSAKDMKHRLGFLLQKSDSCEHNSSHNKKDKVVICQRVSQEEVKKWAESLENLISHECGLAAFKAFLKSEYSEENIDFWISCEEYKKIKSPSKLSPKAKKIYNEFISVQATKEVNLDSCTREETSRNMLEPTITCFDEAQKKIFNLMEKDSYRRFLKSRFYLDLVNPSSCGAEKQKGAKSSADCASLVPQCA
KCNQ1 act: human KCNQ1 channel potentiation or activation; CHO-K1 KCNQ1, thallium flux FluxOR fluorescence; stronger effect = higher value; B-score at 10 µM; hit rate 0.35% among 310,000;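 active = fluorescence ratio B-score, a plate-corrected score, at least three library SD, with initial intensity B-score within 5 SD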
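System: Stable KCNQ1 CHO-K1 line | Incubation: 90 min dye loading and 20 min compound exposure, both at room temperature | Measure: Ratio B score | Medium: Assay buffer for compound exposure, DMSO matched across wells | Compound dosing: Single-concentration screen | Probe or stimulus: K+/Tl+ depolarizing stimulus | Measured by: Kinetic FluxOR fluorescence, 10 s baseline plus 110 s post-stimulus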
PolyA inhibitor: yeast polyadenylation inhibition. hit rate 0.02% among 300,000. AID 1875. S. cerevisiae SKY197-pL101 polyadenylation reporter, beta-gal luminescence; efflux-impaired pdr1/pdr3 knockout yeast; score 100 = 6 SD above DMSO. calls only at 12 µM;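 active = lowest replicate activity score at least 50, where 100 means six control SD above control mean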;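 note: yeast exposed to compound for 9 h at 30 °C; higher score means more reporter readthrough which indicates perturbed polyadenylation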
GSK3A inh: blocks human GSK-3 alpha kinase; P49840; ADP-Glo luminescence, 60 min; inhibition, % at 10 µM; hit rate 0.1% among 320,000;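 in the data active = inhibition above about 50%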;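 note: GST-tagged GSK-3 alpha with peptide substrate and 25 µM ATP; 0% = DMSO neutral wells and 100% = GW8510 positive control wells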
Target sequence (P49840 whole entry, looked up): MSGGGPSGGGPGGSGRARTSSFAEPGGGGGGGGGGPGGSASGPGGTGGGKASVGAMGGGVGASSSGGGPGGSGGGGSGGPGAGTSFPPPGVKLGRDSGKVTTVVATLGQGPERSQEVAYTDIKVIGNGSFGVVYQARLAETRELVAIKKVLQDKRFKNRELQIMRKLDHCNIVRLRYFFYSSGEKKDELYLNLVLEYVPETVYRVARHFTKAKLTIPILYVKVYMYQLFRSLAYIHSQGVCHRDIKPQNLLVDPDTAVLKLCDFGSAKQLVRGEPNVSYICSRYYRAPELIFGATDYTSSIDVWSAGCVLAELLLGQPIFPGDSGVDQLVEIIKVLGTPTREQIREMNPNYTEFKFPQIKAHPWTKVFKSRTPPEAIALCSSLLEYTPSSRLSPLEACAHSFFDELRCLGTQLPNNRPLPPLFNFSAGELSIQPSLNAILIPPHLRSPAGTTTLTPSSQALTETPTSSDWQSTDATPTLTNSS
KCNK9 block: human KCNK9 channel inhibition; Q9NPC2; HEK293 KCNK9, FluxOR thallium flux fluorescence; stronger effect = lower value; B-score at 10 µM; hit rate 1.2% among 310,000; AID 488922;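 active = ratio B-score over 3 SD below the library mean, with starting fluorescence within 5 SD of its mean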;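 note: negative B-score means less thallium flux so channel inhibition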
Target sequence (Q9NPC2 whole entry, looked up): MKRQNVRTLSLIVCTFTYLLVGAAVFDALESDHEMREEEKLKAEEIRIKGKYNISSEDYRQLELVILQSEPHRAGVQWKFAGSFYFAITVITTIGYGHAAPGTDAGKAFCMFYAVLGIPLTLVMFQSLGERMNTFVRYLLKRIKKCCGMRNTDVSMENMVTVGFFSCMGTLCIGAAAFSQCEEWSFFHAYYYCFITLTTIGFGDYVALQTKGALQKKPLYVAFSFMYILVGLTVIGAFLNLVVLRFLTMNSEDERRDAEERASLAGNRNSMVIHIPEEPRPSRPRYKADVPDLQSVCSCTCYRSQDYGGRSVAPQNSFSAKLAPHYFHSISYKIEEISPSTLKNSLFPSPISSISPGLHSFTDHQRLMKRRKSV
Starred values were filed as active, the others as inactive; i = inactive; / = no result given. This is a subset, so the mix of outcomes need not match the whole.

item | molecule | hERG protect | RGS4 act | DYRK1A inh | KCNQ1 inh | KCNK3 inh | GSK3beta inhib | RGS4 inh | KCNQ1 act | PolyA inhibitor | GSK3A inh | KCNK9 block
1 | Cc1sc2ncnc(N3CCN(S(=O)(=O)c4ccc(Br)cc4)CC3)c2c1C | -16 | i | 6 | i | -12* | 2 | i | i | i | -3 | i
2 | O=C(Nc1ccccc1C(=O)Nc1ccc(Cl)cc1)c1cccnc1 | -2 | i | 1 | i | i | -1 | i | i | i | 2 | i
3 | COc1cccc(CC(=O)Nc2cc(S(=O)(=O)N3CCOCC3)ccc2N2CCOCC2)c1 | -10 | i | / | i | i | 2 | i | i | / | -1 | i
4 | CC(=O)NC(NC(=S)Nc1ccc(C)cc1C)C(Cl)(Cl)Cl (stereo not drawn) | -5 | i | 5 | i | i | 1 | i | i | i | -5 | i
5 | Cc1ccc(S(=O)(=O)N2CCN(Cc3ccccc3)CC2)c(C)c1N(C)S(=O)(=O)c1ccccc1 | -3 | i | -6 | i | i | 1 | i | i | i | -3 | i
6 | COCCN(C(=O)c1cccc(OC)c1)c1nnc(-c2ccncc2)s1 | -4 | i | / | i | i | 3 | i | i | i | -2 | i
7 | CC(C)CCNC(=O)C12CN(Cc3ccccc3)CC1C(c1cccc([N+](=O)[O-])c1)=NO2 (stereo not drawn) | -12 | i | -2 | i | i | -1 | i | i | i | 0 | i
8 | O=c1[nH]c2c(s1)C(c1ccco1)C1C3CCC(C3)C1S2 (stereo not drawn) | -8 | i | 3 | i | i | 1 | i | i | i | -1 | i
9 | N#Cc1cn(CC(=O)N2CCCc3ccccc32)c2ccccc12 | -8 | i | -1 | i | i | -1 | i | i | i | -1 | i
10 | CCNc1nc(OC)nc(Oc2ccc(C(=O)OC)cc2)n1 | -5 | i | -6 | i | i | -2 | i | i | i | -1 | i

Structures above containing a halogen:
item | molecule | hERG protect | RGS4 act | DYRK1A inh | KCNQ1 inh | KCNK3 inh | GSK3beta inhib | RGS4 inh | KCNQ1 act | PolyA inhibitor | GSK3A inh | KCNK9 block
1 | Cc1sc2ncnc(N3CCN(S(=O)(=O)c4ccc(Br)cc4)CC3)c2c1C | -16 | i | 6 | i | -12* | 2 | i | i | i | -3 | i
2 | O=C(Nc1ccccc1C(=O)Nc1ccc(Cl)cc1)c1cccnc1 | -2 | i | 1 | i | i | -1 | i | i | i | 2 | i
4 | CC(=O)NC(NC(=S)Nc1ccc(C)cc1C)C(Cl)(Cl)Cl (stereo not drawn) | -5 | i | 5 | i | i | 1 | i | i | i | -5 | i

3 records drawn at random from the list so far, as already listed:
item | molecule | hERG protect | RGS4 act | DYRK1A inh | KCNQ1 inh | KCNK3 inh | GSK3beta inhib | RGS4 inh | KCNQ1 act | PolyA inhibitor | GSK3A inh | KCNK9 block
9 | N#Cc1cn(CC(=O)N2CCCc3ccccc32)c2ccccc12 | -8 | i | -1 | i | i | -1 | i | i | i | -1 | i
2 | O=C(Nc1ccccc1C(=O)Nc1ccc(Cl)cc1)c1cccnc1 | -2 | i | 1 | i | i | -1 | i | i | i | 2 | i
3 | COc1cccc(CC(=O)Nc2cc(S(=O)(=O)N3CCOCC3)ccc2N2CCOCC2)c1 | -10 | i | / | i | i | 2 | i | i | / | -1 | i

The list goes on:
item | molecule | hERG protect | RGS4 act | DYRK1A inh | KCNQ1 inh | KCNK3 inh | GSK3beta inhib | RGS4 inh | KCNQ1 act | PolyA inhibitor | GSK3A inh | KCNK9 block
11 | N#Cc1ccccc1N/C=C/C(=O)c1ccc(Cl)cc1 | -3 | i | / | i | i | 1 | i | i | i | -1 | i
12 | CCOC(=O)c1ccc(NC(=O)Cn2ncc(Cl)c(Cl)c2=O)cc1 | -13 | i | 1 | i | i | 0 | i | i | i | -4 | i
13 | CC(C)C(=O)Nc1c(-c2ccc(Cl)cc2)c(=O)c2ccccc2n1C | -6 | i | -4 | i | i | -3 | i | i | i | 2 | i
14 | COc1ccc(C(CNC(=O)c2ccco2)N2CCCCC2)cc1 (stereo not drawn) | -5 | i | 0 | i | i | -1 | i | i | i | -2 | i
15 | Cc1ccc(S(=O)(=O)N2CCCC2C(=O)NCc2ccncc2)cc1 (stereo not drawn) | -4 | i | 0 | i | i | -4 | i | i | i | 1 | i
16 | CCOC(=O)Cc1cc(=O)c2c(=O)n(-c3ccccc3)[nH]c2[nH]1 | -6 | i | 7 | i | i | 0 | i | i | i | -1 | i
17 | Cc1sc2ncn(CC(=O)N3CCOCC3)c(=O)c2c1-c1ccccc1 | -12 | i | 10 | i | i | -3 | i | i | i | -1 | i
18 | CSc1nc(Cl)cc(=O)[nH]1 | 2 | i | -1 | i | i | 3 | i | i | i | -2 | i
19 | O=C(NC(c1ccccc1)C(Cl)(Cl)Cl)c1ccccc1 (stereo not drawn) | -8 | i | 6 | i | i | -2 | i | i | i | -4 | i
20 | CO/N=C/c1ccc(Oc2ccc(C)cc2)nc1 | -9 | i | 12 | i | i | 1 | i | i | i | 0 | i

Later entries
item | molecule | hERG protect | RGS4 act | DYRK1A inh | KCNQ1 inh | KCNK3 inh | GSK3beta inhib | RGS4 inh | KCNQ1 act | PolyA inhibitor | GSK3A inh | KCNK9 block
21 | COc1ccc(/C=C/C(=O)c2nc3ccccc3n2CC(=O)c2ccc(OC)cc2)cc1 | -3 | i | -1 | i | i | -3 | i | i | i | 3 | i
22 | COC(=O)c1c[nH]n2c(=O)c(Cl)c(C)nc12 | -11 | i | 7 | i | i | 2 | i | i | i | 2 | i
23 | Cc1nc2c(ncn2-c2ccccc2)c(=O)n1NC(=O)CN1CCOCC1 | 1 | i | 5 | i | i | 2 | i | i | i | -2 | i
24 | CC(=O)NC(Cc1ccccc1)C(=O)NC1CCN(C(=O)NCc2ccccc2)CC1 (stereo not drawn) | -8 | i | -3 | i | i | 3 | i | i | i | / | i
25 | O=C(N/N=C/c1cccnc1)c1cc2c(ccc3ccccc32)o1 | -6 | i | 13 | i | i | 4 | i | i | i | 29 | i
26 | CC(C)(C)c1ccc(NC(=O)CNC2CCCc3ccccc32)cc1 (stereo not drawn) | -12 | i | -8 | i | i | -1 | i | i | i | -2 | i
27 | COc1cccc(-c2cc(C(F)(F)F)nc(-n3cc(Cl)cn3)n2)c1 | -5 | i | 4 | i | i | 3 | i | i | i | -1 | i
28 | COc1ccc(S(=O)(=O)N2CCCC(C(=O)N3CCN(c4ccccc4)CC3)C2)cc1Cl (stereo not drawn) | -11 | i | -1 | i | i | 2 | i | i | i | -1 | i
29 | O=C(c1ccc(Cl)cc1)N1CCCCC(Sc2nnc(-c3ccc4c(c3)OCO4)o2)C1=O (stereo not drawn) | -3 | i | 0 | i | i | 0 | i | i | i | -2 | i
30 | CCc1cc2c(=O)c(-c3nc(C)cs3)coc2cc1O | -14 | i | -3 | i | i | 1 | i | i | i | -4 | i

(listing goes on)
item | molecule | hERG protect | RGS4 act | DYRK1A inh | KCNQ1 inh | KCNK3 inh | GSK3beta inhib | RGS4 inh | KCNQ1 act | PolyA inhibitor | GSK3A inh | KCNK9 block
31 | CC(C)(C)c1cc(/C=N/O)cc(C(C)(C)C)c1O | -8 | i | 0 | i | i | -3 | i | i | i | -1 | i
32 | Cn1cc(C(=O)c2cccc(Cl)c2Cl)cc1C#N | -9 | i | 3 | i | i | -5 | i | i | i | 3 | i
33 | O=C(Nc1ccc(Cl)cc1)c1ccc(OCC2CCCO2)cc1 (stereo not drawn) | -6 | i | 1 | i | i | 3 | i | i | i | 1 | i
34 | N#Cc1nc(Cc2ccccc2)oc1NCc1cccnc1 | -8 | i | 3 | i | i | 3 | i | i | i | / | i
35 | Cc1cc(C)n(C(=O)c2cccc([N+](=O)[O-])c2C)n1 | -3 | i | / | i | i | -7 | i | i | i | 0 | i
36 | CCC(=O)N1c2ccc(S(=O)(=O)NC3CCCCC3)cc2CC1C (stereo not drawn) | -2 | i | 0 | i | i | 2 | i | i | i | -1 | i
37 | COc1ccc(C(c2nnnn2CC2CCCO2)N2CCN(c3ccc(F)cc3)CC2)cc1 (stereo not drawn) | -4 | i | 2 | i | i | 0 | i | i | i | 1 | i
38 | COc1ccc2cc(/C(C)=N/NC(=S)Nc3cc(S(=O)(=O)N4CCOCC4)ccc3N3CCOCC3)ccc2c1 | -10 | i | / | i | / | 3 | i | i | / | / | i
39 | C=CCn1c(O)c(N=O)c2cc(C)ccc21 | -10 | i | 20 | i | i | 1 | i | i | i | 2 | i
40 | O=S(N1CCCCCC1)C12CC3CC(CC(C3)C1)C2 (stereo not drawn) | -3 | i | 9 | i | i | 3 | i | i | i | -3 | i

The results go on.
item | molecule | hERG protect | RGS4 act | DYRK1A inh | KCNQ1 inh | KCNK3 inh | GSK3beta inhib | RGS4 inh | KCNQ1 act | PolyA inhibitor | GSK3A inh | KCNK9 block
41 | Cc1ccc(-c2csc(Nc3ccccc3)[n+]2CCc2ccccc2)cc1 | -11 | i | -4 | i | i | -2 | i | i | i | 2 | i
42 | COc1ccc(S(=O)(=O)N2CCCCCC2)cc1NC(=O)Cc1ccccc1F | -17 | i | 19 | i | i | 1 | i | i | i | 2 | i
43 | Cc1cc(C(=O)N2CCCC(N3CCN(c4cccc(C(F)(F)F)c4)CC3)C2)nn1C (stereo not drawn) | -7 | i | 0 | i | i | 0 | i | i | i | -2 | i
44 | COC(=O)CCCC(=O)N1CCCC(C(=O)c2ccc(-c3ccccc3)cc2)C1 (stereo not drawn) | -13 | i | 2 | i | i | 4 | i | i | i | -3 | i
45 | Cc1c(NC(=O)C(C)OC(=O)C23CC4CC(CC(Br)(C4)C2)C3)c(=O)n(-c2ccccc2)n1C (stereo not drawn) | -12 | i | -2 | i | i | -3 | i | i | i | 4 | i
46 | Cc1cc(NC(=O)Nc2ccc3c(ccn3C)c2)sn1 | -10 | i | -8 | i | i | -1 | i | i | i | 0 | i
47 | CCCN1C(=O)C2(SC(NC(C)=O)=NN2C(C)=O)c2cc(C)cc(C)c21 (stereo not drawn) | -9 | i | / | i | i | 2 | i | i | i | 0 | i
48 | CC1(C)CC(=O)NC=C(c2ccccc2)C1 | -8 | i | 1 | i | i | 4 | i | i | i | -3 | i
